High-throughput results as filed in PubChem BioAssay.
Dengue inhibitors: antivirals protecting cells from dengue CPE – CPE readout, HTS (AID 540333). actives 3.1% (n = 10,000). CPE inhibition, % at 20 µM. Dengue virus CPE inhibition in host cells; hits give high values; in the data active means CPE inhibition mostly above about 9.1%, no sharp cut-off; inactive means mostly below about 7.2%
* hit, by the source's call; i = inactive. Some of the compounds tested; the hit share may differ from the screen's.

SMILES	Dengue inhibitors
COc1ccc(C2=NO[C@H]3C[C@](C(=O)NC(C)C)(S(=O)(=O)c4ccccc4)C[C@@H]23)cc1	i
N#CCCN(Cc1ccccc1)C(=S)Nc1ccccc1	i
O=C(Nc1ccc2c(c1)OCCO2)C1CC1c1ccccc1 (configuration not stated)	i
CCOC(=O)N1CCN(CC(O)COc2cc(C)ccc2C(C)C)CC1 (configuration not stated)	i
Cc1ccc(/C=N/NS(=O)(=O)c2ccc([N+](=O)[O-])cc2)o1	i
COc1ccc(CCNc2cc(C)nc3c(-c4ccccc4)cnn23)cc1OC	3.8
S=C(Nc1ccc(Cl)c(Cl)c1)N1CCOCC1	0.1
COc1ccc(CN2C(=O)/C(=C/c3ccncc3)SC2=S)cc1	i
COc1ccc(C(=O)NCc2nnc(SCC(=O)N3CCc4ccccc43)n2CCc2ccccc2)cc1	0.1
O=C(/C=C/c1cccc([N+](=O)[O-])c1)NCCSCc1ccccc1Cl	i
OC1(c2ccc(F)cc2)CN(c2ccccc2)C2=[N+]1CCS2 (configuration not stated)	i
C#CCNC(=O)C1=C[C@@H](c2ccc(C#C)cc2)C[C@@H](OCc2ccc(CO)cc2)O1	1.9
C=CCNC(=S)NNC(=O)c1cccc(Br)c1	0.2
COc1ccc(C2=NN(C(=O)/C=C/c3ccccc3)C(c3ccccc3)C2)c(OC(C)=O)c1 (configuration not stated)	8.1
O=C(Cc1cccs1)Nc1nnc(SCc2ccc(Br)cc2)s1	5.8
O=C(N/N=C/c1cccnc1)c1cc(-c2cccs2)nc2ccccc12	0.5
COc1ccc(COc2cc(-c3cccc(OC)c3)nc3ccc(NC(=O)c4ccccc4)cc23)cc1	1.7
O=C(Nc1cc(C(F)(F)F)ccc1Cl)C(Sc1nnc(-c2cccs2)o1)c1ccccc1 (configuration not stated)	1.1
O=C(N/N=C/c1cccs1)c1cnccn1	0.3
COc1ccc(S(=O)(=O)N(Cc2ccccc2)c2ccccc2C(=O)Nc2ccccc2C(=O)NCc2ccco2)cc1	0.4
CC1CCC(NC(=O)c2ccc3c(c2)S(=O)(=O)c2ccccc2C3=O)CC1 (configuration not stated)	1.2
COc1ccc(/C(C)=N\NS(C)(=O)=O)c(OC)c1	i
CCN(CC)S(=O)(=O)c1ccc(O)c(NS(=O)(=O)c2ccccc2F)c1	i
CCC(CO)Oc1cc(NCc2ccc(Cl)cc2Cl)c2ncn(C(C)C)c2c1 (configuration not stated)	0.9

A second format for some results above.
SMILES: COc1ccc(COc2cc(-c3cccc(OC)c3)nc3ccc(NC(=O)c4ccccc4)cc23)cc1
  Dengue inhibitors: 1.7
SMILES: O=C(Nc1cc(C(F)(F)F)ccc1Cl)C(Sc1nnc(-c2cccs2)o1)c1ccccc1 (configuration not stated)
  Dengue inhibitors: 1.1

Later entries.
SMILES	Dengue inhibitors
CCOc1cc(C(=O)NC(=S)Nc2cccnc2)cc(OCC)c1OCC	i
CC(Oc1ccc(Cl)cc1Cl)C(=O)NC(=S)N1CCc2ccccc21 (configuration not stated)	0.0
S=C(NCCN1CCOCC1)Nc1cccc2ccccc12	0.2
COc1cc(/C=N/NC(=O)C2COc3ccccc3O2)cc(OC)c1OC (configuration not stated)	i
Oc1ccc(/C=N/Nc2ncnc3c2ncn3Cc2ccccc2)cc1O	i
COc1cc2cc(CCCOC(=O)c3cccc(Br)c3)oc(=O)c2cc1OC	i
CCOC(=O)c1c(C)[nH]c(C)c1C(=O)CSc1nc2ccccc2c(=O)n1-c1ccc(C)cc1	i
CCOC(=O)C(=CNc1cc(C)ccn1)C(=O)OCC	i
O=C(NC1(C(F)(F)F)N=C(c2ccccc2)NC1=O)c1ccccc1 (configuration not stated)	0.9
Nc1c(-c2ccccc2)c(CN2CCOCC2)nn1-c1ccc(F)cc1	0.2
c1ccc2c(c1)OCCOCCOCCOCCOCCOc1ccccc1OCCOCCOCCO2	1.8
COc1ccc(/C(N)=N/OC(=O)COc2ccccc2Cl)cc1	1.0
Brc1ccc(C=Nc2ccc(Nc3ccccc3)cc2)s1	i
COc1ccc2oc(=O)c(-c3csc(Nc4cccc(O)c4)n3)cc2c1	i
O=C(N/N=C/c1ccncc1)c1cc([N+](=O)[O-])cc([N+](=O)[O-])c1	i
O=C(COc1ccc(Cl)cc1)OCC(=O)N1CCCc2ccccc21	i
Cc1ccc(S(=O)(=O)NCCSc2ccccc2)cc1[N+](=O)[O-]	0.9
CN(C)N1C(N)=C(C#N)C(c2ccsc2)C2=C1CC(C)(C)CC2=O (configuration not stated)	i
Cc1cccc(NC(=O)CN2C(=O)S/C(=C\c3cc(C)n(C)c3C)C2=O)c1	1.1
Cc1c(C(=O)N2c3ccccc3Sc3ccccc32)cccc1[N+](=O)[O-]	0.4
COC(=O)c1sccc1NC(=O)c1ccc(OC)cc1OC	i
CC(C)n1nc(C(=O)Nc2ccccc2N2CCOCC2)c2ccccc2c1=O	4.4
O=C1C=C(c2cccc(Cl)c2)C[C@@H](c2ccc(F)cc2)C1	1.2
CC1CCN(c2ccc(N3C(=O)C4CCCCC4C3=O)cc2[N+](=O)[O-])CC1 (configuration not stated)	i
Cc1ccc(N=C2NC(=O)c3cc([N+](=O)[O-])ccc32)cc1	2.0
Cc1ccc(S(=O)(=O)NN=C2CCC(C(C)(C)C)CC2)cc1[N+](=O)[O-] (configuration not stated)	i
O=C(COC(=O)CCC(=O)c1cccs1)Nc1ncc(Cl)cc1Cl	i
CC1=C[C@H](C)[C@H](c2c(F)cccc2Cl)CC1=O	1.7
Cc1ccc(C(=O)O)cc1NC(=O)CN1C(=O)C2C3c4ccccc4C(Br)(c4ccccc43)C2C1=O (configuration not stated)	0.1
Cc1ccc(C2=NN(CC(=O)NCc3ccccn3)C(=O)CC2)cc1	i
CCCCNC(=S)N(C)/N=C/c1c(F)c(F)c(F)c(F)c1F	5.2
c1ccc2c(CN3CCCCC3)csc2c1	0.2
C[C@]1(C(=O)NCCc2c[nH]c3ccccc23)C=C[C@@H](Cc2ccccc2)N1C(=O)c1ccccc1	19*
NC(=O)CC[C@H](NC(=O)OCc1ccccc1)C(=O)OCc1ccc(Cl)cc1	0.1
Cc1[nH]c2ccccc2c1C(=O)COC(=O)c1c(-c2c(F)cccc2Cl)noc1C	2.7
CCCCNC(=O)c1onc(CSc2ccccn2)c1C(=O)NCCCC	1.9
C=CCNC(=O)COc1ccc(S(=O)(=O)Nc2ccc(OCC)cc2)cc1	0.6
C/C(=N\NC(=O)c1cccc(S(=O)(=O)Nc2ccccc2Cl)c1)c1ccco1	i
c1cnc2cc(-c3ccsc3)ncc2c1	0.1
COc1ccc(C(=O)/C=C/c2ccc(OC)c(COc3ccccc3F)c2)cc1	5.3
O=C(COC(=O)c1cccc(NS(=O)(=O)c2ccc(F)c(F)c2)c1)NC(=O)NC1CCCCC1	3.8
COc1cccc(/C=C/C(=O)OCC(=O)NCc2ccco2)c1	0.4
C/C(=N\Nc1ccc([N+](=O)[O-])cc1[N+](=O)[O-])c1ccc(-n2nncc2C(C)(C)C)cc1	1.4
COc1ccc(NC(=S)N2CCC(C(O)(c3ccccc3)c3ccccc3)CC2)cc1	5.5
COC(=O)c1ccc(-c2nc3ccccc3[nH]2)cc1	i
CCc1nnc(NC(=O)C2CC(=O)N(c3ccc4c(c3)OCCO4)C2)s1 (configuration not stated)	i
Fc1ccccc1NC(=S)N1CCN(C/C=C/c2ccccc2)CC1	2.4
Fc1ccc(NC(=S)N2CCCC2)cc1Cl	0.3
Fc1ccc(CNCc2cccc(Br)c2)cc1	0.2
O=c1c(S(=O)(=O)c2ccc(Cl)cc2)cn(Cc2cccc(F)c2)c2ccc(F)cc12	4.1
NNC(=O)COc1ccc(-c2n[nH]c(C(F)(F)F)c2-c2ccc(Br)cc2)c(O)c1	0.3
Nc1cccc(-n2nnnc2CN2CCOCC2)c1	i
CC1=C(C(=O)OC(C)C)C(c2cccs2)NC(=S)N1 (configuration not stated)	i
Cc1ccc(Sc2ncccc2C(=O)O)c(C)c1	i
CCN(CC)S(=O)(=O)c1cccc(C(=O)N/N=C/c2ccc(OC)c(O)c2)c1	1.5
CS/C(=N\S(=O)(=O)c1ccccc1)c1ccccc1	0.0

Further results
SMILES	Dengue inhibitors
CC(C)(C)N=C1C([N+](=O)[O-])=CC=C2C1=NC1(CCCCC1)N2O	0.2
Cn1cc([N+](=O)[O-])c(C(=O)N/N=C/c2ccc([N+](=O)[O-])cc2)n1	0.1
CCOC(=O)c1sc2cc([N+](=O)[O-])cc(SCCO)c2c1N	1.1
CN(C)CCC#CC(O)(c1ccccc1)c1ccccc1	0.6
Cc1ccc(C(=O)c2ccccc2C(=O)OCC(=O)NCCc2ccccc2)cc1	1.4
CCCCC(=O)Nc1ccc(NC(=S)NC(=O)c2cccs2)cc1OC	0.2
CCOC(=O)c1c(NC(=O)c2cccnc2)sc(C(C)=O)c1C	i
Clc1ccc(C2[C@H]3CN(CC4CCCCC4)[C@H](c4ccccc4)C34CC2(c2ccccc2)C4)cn1 (some centres not stated)	4.2
Cc1ccc[n+](CC(=O)/C=C2\N(C)c3ccccc3C2(C)C)c1	4.9
COc1cc([N+](=O)[O-])c2ncsc2c1	0.4
CC1CC(=O)NN=C1c1ccc(N)c([N+](=O)[O-])c1 (configuration not stated)	i
CCSc1nnc(NC(=O)c2cccc(S(=O)(=O)N(C)c3ccc(C)cc3)c2)s1	i
CC(C)(C)c1ccc(S(=O)(=O)NCc2ccc(C(=O)NCc3ccccn3)cc2)cc1	i
CCCOc1cc(C)c(S(=O)(=O)NC2CC(C)(C)NC(C)(C)C2)cc1C	1.1
O=C(COC(=O)/C=C/c1ccccc1)NCc1ccc(Cl)cc1	i
CN1C/C(=N\S(=O)(=O)c2ccccc2)N(C)C1=O	i
Cc1c(NC(=O)C(=O)/C=C(\O)c2ccc(Cl)cc2)c(=O)n(-c2ccccc2)n1C	i
NC(=O)C1=C[C@@H](c2ccc3c(c2)OCO3)C[C@@H](OCCCCO)O1	i
NC(=S)N/N=C\c1ccccc1OCc1ccccc1	5.8
CCc1ccc(NC(=O)COc2ccc(F)cc2C(=O)c2cnn(-c3ccccc3)c2)cc1	1.6
Cc1ccnc(NC(=S)NC(=O)c2ccco2)c1	0.6
Cc1ccc(CSc2nnc(SCC(=O)N/N=C/C=C/c3ccccc3[N+](=O)[O-])s2)cc1	1.1
Cc1ccc(-c2nnc(Nc3ccc4c(c3)OCO4)c3ccccc23)cc1S(=O)(=O)NCCO	0.6
Cc1ccc(S(=O)(=O)N(CCC#N)C2CCCCC2)c2nsnc12	0.8
CCOc1ccc(Br)cc1CSC(=N)N	13*
COC(=O)c1c(NC(=O)C2C3C=CC(CC3)C2C(=O)O)sc(C)c1C (configuration not stated)	i
CCOc1ccccc1N1CCN(C(=O)c2c(-c3ccccc3Cl)noc2C)CC1	i
O=C(CN(c1cccc(C(F)(F)F)c1)S(=O)(=O)c1ccc(Cl)c([N+](=O)[O-])c1)NCc1ccc(F)cc1	0.4
COc1ccc(NC(=O)Cc2c(Sc3ccccc3)c3ccccc3n2C)cc1	0.5
CC(C)CCNC(=O)c1cc([N+](=O)[O-])ccc1N1CCOCC1	0.5
COc1ccc(C2CC(c3ccccc3)=NN2C(=O)COC(=O)c2cccnc2Cl)cc1 (configuration not stated)	2.7
COc1ccc(N/N=C(/C(N)=O)C2=NC(C)(C)Cc3ccccc32)cc1	1.9

Among those listed so far, 8 have bromine:
SMILES	Dengue inhibitors
C=CCNC(=S)NNC(=O)c1cccc(Br)c1	0.2
O=C(Cc1cccs1)Nc1nnc(SCc2ccc(Br)cc2)s1	5.8
COc1cc2cc(CCCOC(=O)c3cccc(Br)c3)oc(=O)c2cc1OC	i
Brc1ccc(C=Nc2ccc(Nc3ccccc3)cc2)s1	i
Cc1ccc(C(=O)O)cc1NC(=O)CN1C(=O)C2C3c4ccccc4C(Br)(c4ccccc43)C2C1=O (configuration not stated)	0.1
Fc1ccc(CNCc2cccc(Br)c2)cc1	0.2
NNC(=O)COc1ccc(-c2n[nH]c(C(F)(F)F)c2-c2ccc(Br)cc2)c(O)c1	0.3
CCOc1ccc(Br)cc1CSC(=N)N	13*

Continued.
SMILES	Dengue inhibitors
CC(=O)Nc1ccc(N/C(C)=C/C(=O)c2cccnc2)cc1	i
CSc1nc2ccc(NS(=O)(=O)c3cccc(Cl)c3Cl)cc2s1	1.2
O=C(O)CCSc1nnc(SCC(=O)NCC(F)(F)F)s1	i
Cc1ccc(C(=O)O)cc1N=Cc1cc(Br)cc(Br)c1O	i
O=C(/C=C/c1ccc(-c2ccccc2[N+](=O)[O-])o1)c1ccccc1	3.2
COCCN(C(=S)Nc1cccc(OC)c1)C(C)c1cccs1 (configuration not stated)	0.1
O=C(O)CCCNC(=O)c1ccccn1	0.4
Cc1ccc(C)c(S(=O)(=O)Nc2nc(C)c(C(=O)Nc3ccccc3)s2)c1	i
CC(CC(=O)Nc1ccccc1C(F)(F)F)c1ccccc1 (configuration not stated)	i
O=C(c1ccc(COc2ccc(Cl)cc2)o1)N1N=C(C(F)F)CC1(O)C(F)F (configuration not stated)	3.0
CN(C)CCNC(=O)Cc1ccc([N+](=O)[O-])cc1	1.1
O=C(COc1ncnc2cc([N+](=O)[O-])ccc12)N(CCc1ccccc1)Cc1ccccc1	0.1
Cc1cc(C)c(C(CC(=O)c2cccs2)C(C#N)C#N)c(C)c1 (configuration not stated)	9.8
O=C(CN1C(=O)C2C3c4ccccc4C(c4ccccc43)C2C1=O)Nc1cccc(C(=O)O)c1 (configuration not stated)	i
